NALP1 inh – NALP1 inflammasome inhibitors in reconstituted yeast, colorimetric, S. cerevisiae, triplicate retest; S. cerevisiae NALP1/ASC/caspase-1 growth, X-gal OD620, 72 h; inhibition, % at 10 µM; actives 0.61% (n = 280,000); AID 2071, 2009; in the data active = inhibition mostly above about 24%, no sharp cut-off; inactive = mostly below about 32%; also: some compounds called inactive have numbers as strong as hits
MEKK2mut PB1 HTS – MEK5 binding signal on mutant MEKK2 PB1, primary screen, biochemical, multiplex bead flow cytometry, Alexa488-MEK5. Alexa488-MEK5 binding to MEKK2 mutant. percent response, % at 10 µM. actives 0.35% (n = 290,000). AID 1530, 2009; in the data active = percent response above about 24%, passing the limit was not always enough; also: inactives centre near 1; some results filed as inactive read as strong as hits; reference of the scale not given here
MEKK3 PB1 HTS – modulators of MEKK3-MEK5 PB1 binding, primary screen, biochemical, wildtype MEKK3, multiplex bead flow cytometry, Alexa488-MEK5. bead-based flow cytometry, Alexa488-MEK5 binding to MEKK3; actives lie on both sides; 0 = blocked by unlabeled MEK5, 100 = vehicle. Mitogen-activated protein kinase kinase kinase 3 (Homo sapiens), Q99759. actives 1.4% (n = 290,000). binding response (% of control), % at 10 µM. AID 1529, 2009;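 active = binding response more than 3 SD above or below the average of its plate-row segment, actives on both sides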;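 also: Alexa488 bead fluorescence after subtracting the streptavidin-only scavenger bead signal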
Target sequence (Q99759 whole entry, looked up): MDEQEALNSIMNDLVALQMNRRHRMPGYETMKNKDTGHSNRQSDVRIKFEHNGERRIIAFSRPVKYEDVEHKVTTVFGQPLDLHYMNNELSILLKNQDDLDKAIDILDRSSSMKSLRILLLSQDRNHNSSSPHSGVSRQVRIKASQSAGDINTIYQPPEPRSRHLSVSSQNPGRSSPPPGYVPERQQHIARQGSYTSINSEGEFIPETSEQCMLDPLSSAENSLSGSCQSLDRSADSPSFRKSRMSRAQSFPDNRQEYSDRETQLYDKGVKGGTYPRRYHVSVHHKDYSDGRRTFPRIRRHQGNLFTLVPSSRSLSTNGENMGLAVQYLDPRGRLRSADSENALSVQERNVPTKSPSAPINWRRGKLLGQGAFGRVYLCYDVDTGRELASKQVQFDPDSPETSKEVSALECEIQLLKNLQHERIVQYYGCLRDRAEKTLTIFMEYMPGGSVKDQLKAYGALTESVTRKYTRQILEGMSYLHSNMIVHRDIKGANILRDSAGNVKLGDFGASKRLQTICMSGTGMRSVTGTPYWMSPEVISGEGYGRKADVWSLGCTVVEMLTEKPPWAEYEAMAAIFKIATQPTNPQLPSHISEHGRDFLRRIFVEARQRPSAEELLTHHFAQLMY
IDE act – human IDE activators in live cells, primary screen, fluorescence polarization, HEK cells, FAbeta-B substrate; Insulin-degrading enzyme (Homo sapiens), P14735; FAbeta-B cleavage; 0% vehicle, 100% cell-free pure enzyme wells; activation, % at 5.96 µM; actives 0.073% (n = 340,000);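 active = activation above the mean of all tested compounds plus 3 SD, set per screening campaign, cut at about 17% in these data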
SUMO HTRF inh – inhibitors of in vitro SUMOylation cascade, primary screen, biochemical, HTRF, uHTS; actives 0.36% (n = 290,000); inhibition, % at 35 µM; SUMO-conjugating enzyme UBC9 (Homo sapiens), P63279; HTRF SUMOylation assay, SAE1/SAE2 + UBC9; in the data active = inhibition above about 50%, passing the limit was not always enough; also: strong numbers were not always called active
Target sequence (P63279 whole entry, looked up): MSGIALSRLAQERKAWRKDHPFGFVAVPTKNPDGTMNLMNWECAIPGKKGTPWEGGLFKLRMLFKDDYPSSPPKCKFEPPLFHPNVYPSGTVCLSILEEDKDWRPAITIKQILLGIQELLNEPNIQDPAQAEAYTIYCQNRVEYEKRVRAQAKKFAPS
pCIP destab – p/CIP-EGFP fusion destabilizers, primary screen, fluorescence, F442A cells; Q05BA5; 16 h; decrease of EGFP signal, % at 10 µM; actives 0.01% (n = 290,000);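 active = EGFP signal decrease of at least 30% at 10 µM or well 3 SD below plate mean, unless failing retest; inactive = the rest, including hits failing retest or dose response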; also: some compounds called inactive have numbers as strong as hits; many of its hits are not listed in these tables
MEKK2 WT-MEK5 – modulators of MEK5 binding to wildtype MEKK2, primary screen, biochemical, multiplex bead flow cytometry, Alexa488-MEK5 | binding response (% of control), % at 10 µM | Alexa488-MEK5 binding to MEKK2 WT; actives lie on both sides | AID 1531, 2009 | actives 1.1% (n = 290,000); in the data active = binding response below about 67% or above about 130%
IDE cell inh – human IDE inhibitors in live cells, primary screen, fluorescence polarization, HEK cells, FAbetaB substrate; Insulin-degrading enzyme (Homo sapiens), P14735; FAbetaB cleavage; inhibition, % at 5.59 µM; actives 0.41% (n = 320,000); AID 434962, 2010;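 active = percent inhibition above the average of all tested compounds plus 3 SD, set per screening campaign, cut at about 16% in these data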;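 also: IDE supplied by intact live HEK cells; FP after avidin binding of uncleaved biotin substrate so inhibition keeps polarization high; 0% = DMSO wells and 100% = 60 µM reference IDE inhibitor Ii1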
PfM18AAP inh – PfM18AAP inhibitors, malaria aminopeptidase, primary screen, biochemical, QFRET, recombinant enzyme | M18 aspartyl aminopeptidase (Plasmodium falciparum 3D7) | H-Glu-NHMec fluorogenic cleavage | inhibition, % at 7.35 µM | actives 1.2% (n = 290,000) | AID 1822, 2009;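 active = inhibition above the campaign mean inhibition over all tested compounds plus 3 SD, cut at about 28% in these data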;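 also: 0% = plate median of test compound wells and 100% = 2 mM ZnCl2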
Active calls of the source: *.

What do the screens show for `O=C(NCCc1ccccn1)c1cc(C(=O)C2CCCCC2)c[nH]1`?
NALP1 inh: -5; MEKK2mut PB1 HTS: 0; MEKK3 PB1 HTS: 99; IDE act: 2; SUMO HTRF inh: 3; pCIP destab: -5; MEKK2 WT-MEK5: 101; IDE cell inh: -1; PfM18AAP inh: -9

How did O=C(NN=C1CCCC1)c1ccn[nH]1 do in these assays?
NALP1 inh: 3; MEKK2mut PB1 HTS: -2; MEKK3 PB1 HTS: 97; IDE act: 2; SUMO HTRF inh: 9; pCIP destab: 5; MEKK2 WT-MEK5: 99; IDE cell inh: 0; PfM18AAP inh: -6

How did Cn1nnnc1SCC(=O)Nc1ccccc1N1CCOCC1 do in these assays?
NALP1 inh: 12; MEKK2mut PB1 HTS: -3; MEKK3 PB1 HTS: 98; IDE act: 5; SUMO HTRF inh: 3; pCIP destab: -6; MEKK2 WT-MEK5: 100; IDE cell inh: -1; PfM18AAP inh: 3

How did Cn1c(=O)[nH]c2ccc([N+](=O)[O-])nc21 do in these assays?
NALP1 inh: 24; MEKK2mut PB1 HTS: -1; MEKK3 PB1 HTS: 77; IDE act: -3; SUMO HTRF inh: 8; pCIP destab: -4; MEKK2 WT-MEK5: 99; IDE cell inh: -11; PfM18AAP inh: 3

Results for CCc1ccc(OCCCC(=O)Nc2nnc(C3CCCO3)s2)cc1 (stereo not given) ?
NALP1 inh: -7; MEKK2mut PB1 HTS: -4; MEKK3 PB1 HTS: 104; IDE act: 0; SUMO HTRF inh: 1; pCIP destab: -6; MEKK2 WT-MEK5: 94; IDE cell inh: -3; PfM18AAP inh: -7

Results for COc1cc(NC(=O)c2csc3c2CCCC3)ncn1 ?
NALP1 inh: 20; MEKK2mut PB1 HTS: -3; MEKK3 PB1 HTS: 92; IDE act: 2; SUMO HTRF inh: -3; pCIP destab: -6; MEKK2 WT-MEK5: 93; IDE cell inh: 0; PfM18AAP inh: -18

How did CCN(CC)C(=O)CN1C(=O)c2cccc3cccc(c23)C1=O do in these assays?
NALP1 inh: -5; MEKK2mut PB1 HTS: 0; MEKK3 PB1 HTS: 104; IDE act: 6; SUMO HTRF inh: 4; pCIP destab: 15; MEKK2 WT-MEK5: 102; IDE cell inh: 3; PfM18AAP inh: 4

Results for Nn1c(Cc2cccc3ccccc23)nnc1SCCOc1ccc(Br)cc1 ?
NALP1 inh: 33; MEKK2mut PB1 HTS: -1; MEKK3 PB1 HTS: 103; IDE act: 2; SUMO HTRF inh: -17; pCIP destab: -13; MEKK2 WT-MEK5: 98; IDE cell inh: 5; PfM18AAP inh: 4

How did C[C@@H](C(=O)NCc1c(F)cccc1Cl)N1C(=O)N2CCc3c([nH]c4ccccc34)[C@@]2(C)C1=O do in these assays?
NALP1 inh: 10; MEKK2mut PB1 HTS: 2; MEKK3 PB1 HTS: 103; IDE act: 4; SUMO HTRF inh: 7; pCIP destab: 9; MEKK2 WT-MEK5: 102; IDE cell inh: -5; PfM18AAP inh: -4

How did O=C(Nc1ccc2ccccc2c1)C(=O)C1C(=O)Nc2ccccc21 (stereo not given) do in these assays?
NALP1 inh: 8; MEKK2mut PB1 HTS: -24; MEKK3 PB1 HTS: 91; SUMO HTRF inh: -5; pCIP destab: 12; MEKK2 WT-MEK5: 88; IDE cell inh: -4; PfM18AAP inh: 3

How did O=C(O)CNC(=O)C(Cc1ccccc1)NC(=O)OCc1ccccc1 (stereo not given) do in these assays?
NALP1 inh: 4; MEKK2mut PB1 HTS: -1; MEKK3 PB1 HTS: 127; IDE act: 11; SUMO HTRF inh: 9; pCIP destab: -1; MEKK2 WT-MEK5: 108; IDE cell inh: -2; PfM18AAP inh: -10

What do the screens show for `CN(C)S(=O)(=O)c1cccc(COC(=O)CN2CCCCCC2=O)c1`?
NALP1 inh: 13; MEKK2mut PB1 HTS: 0; MEKK3 PB1 HTS: 102; IDE act: 4; SUMO HTRF inh: -2; pCIP destab: -16; MEKK2 WT-MEK5: 101; IDE cell inh: -1; PfM18AAP inh: -2

Results for COC(=O)CCC(=O)Nc1c(C)n(C)n(-c2ccccc2)c1=O ?
NALP1 inh: -1; MEKK2mut PB1 HTS: -1; MEKK3 PB1 HTS: 104; IDE act: 5; SUMO HTRF inh: 4; pCIP destab: 5; MEKK2 WT-MEK5: 97; IDE cell inh: 4; PfM18AAP inh: -6

What do the screens show for `O=C(CN1CCOCC1)Nc1ccc([N+](=O)[O-])cc1Br`?
NALP1 inh: 7; MEKK2mut PB1 HTS: 2; MEKK3 PB1 HTS: 102; IDE act: 1; SUMO HTRF inh: 1; pCIP destab: -4; MEKK2 WT-MEK5: 102; IDE cell inh: -4; PfM18AAP inh: 4

Results for CC1Cc2ccccc2N1S(=O)(=O)c1cccc(C(=O)N2CC(=O)Nc3ccccc32)c1 (stereo not given) ?
NALP1 inh: -4; MEKK2mut PB1 HTS: 15; MEKK3 PB1 HTS: 102; IDE act: 6; SUMO HTRF inh: -8; pCIP destab: -1; MEKK2 WT-MEK5: 97; IDE cell inh: -1; PfM18AAP inh: 4

How did CCCCC(CC)CNC(=O)c1cc2ccccc2c(=O)o1 (stereo not given) do in these assays?
NALP1 inh: 21; MEKK2mut PB1 HTS: 3; MEKK3 PB1 HTS: 105; IDE act: 7; SUMO HTRF inh: -9; pCIP destab: -4; MEKK2 WT-MEK5: 106; IDE cell inh: 2; PfM18AAP inh: 4

How did Cc1ccc(C(=O)NC2CCS(=O)(=O)C2)cc1S(=O)(=O)N1CCCC1 (stereo not given) do in these assays?
NALP1 inh: 13; MEKK2mut PB1 HTS: 10; MEKK3 PB1 HTS: 105; IDE act: 2; SUMO HTRF inh: 10; pCIP destab: -14; MEKK2 WT-MEK5: 112; IDE cell inh: -6; PfM18AAP inh: -6

What do the screens show for `CC(C)c1nc(SCC(=O)NCc2ccccc2)n[nH]1`?
NALP1 inh: -16; MEKK2mut PB1 HTS: 4; MEKK3 PB1 HTS: 101; IDE act: 0; SUMO HTRF inh: 0; pCIP destab: -10; MEKK2 WT-MEK5: 105; IDE cell inh: 3; PfM18AAP inh: 0

What do the screens show for `Cc1c(CC(=O)N2CCN(C(=O)C3COc4ccccc4O3)CC2)c(=O)oc2cc(O)cc(O)c12` (stereo not given)?
NALP1 inh: 10; MEKK2mut PB1 HTS: 1; MEKK3 PB1 HTS: 100; IDE act: -2; SUMO HTRF inh: 33; pCIP destab: -4; MEKK2 WT-MEK5: 95; IDE cell inh: 2; PfM18AAP inh: 13

Results for CC(=O)Nc1nc2ccccc2n1CCN(C)C ?
NALP1 inh: -2; MEKK2mut PB1 HTS: 12; MEKK3 PB1 HTS: 101; IDE act: 7; SUMO HTRF inh: 13; pCIP destab: 6; MEKK2 WT-MEK5: 103; IDE cell inh: -6; PfM18AAP inh: 5

Reprinted from the entries so far for reference:
How did CCN(CC)C(=O)CN1C(=O)c2cccc3cccc(c23)C1=O do in these assays?
NALP1 inh: -5; MEKK2mut PB1 HTS: 0; MEKK3 PB1 HTS: 104; IDE act: 6; SUMO HTRF inh: 4; pCIP destab: 15; MEKK2 WT-MEK5: 102; IDE cell inh: 3; PfM18AAP inh: 4

Results for Nn1c(Cc2cccc3ccccc23)nnc1SCCOc1ccc(Br)cc1 ?
NALP1 inh: 33; MEKK2mut PB1 HTS: -1; MEKK3 PB1 HTS: 103; IDE act: 2; SUMO HTRF inh: -17; pCIP destab: -13; MEKK2 WT-MEK5: 98; IDE cell inh: 5; PfM18AAP inh: 4

How did C[C@@H](C(=O)NCc1c(F)cccc1Cl)N1C(=O)N2CCc3c([nH]c4ccccc34)[C@@]2(C)C1=O do in these assays?
NALP1 inh: 10; MEKK2mut PB1 HTS: 2; MEKK3 PB1 HTS: 103; IDE act: 4; SUMO HTRF inh: 7; pCIP destab: 9; MEKK2 WT-MEK5: 102; IDE cell inh: -5; PfM18AAP inh: -4

Back to the main list; the two compounds before the break are reprinted first.
What do the screens show for `Cc1c(CC(=O)N2CCN(C(=O)C3COc4ccccc4O3)CC2)c(=O)oc2cc(O)cc(O)c12` (stereo not given)?
NALP1 inh: 10; MEKK2mut PB1 HTS: 1; MEKK3 PB1 HTS: 100; IDE act: -2; SUMO HTRF inh: 33; pCIP destab: -4; MEKK2 WT-MEK5: 95; IDE cell inh: 2; PfM18AAP inh: 13

Results for CC(=O)Nc1nc2ccccc2n1CCN(C)C ?
NALP1 inh: -2; MEKK2mut PB1 HTS: 12; MEKK3 PB1 HTS: 101; IDE act: 7; SUMO HTRF inh: 13; pCIP destab: 6; MEKK2 WT-MEK5: 103; IDE cell inh: -6; PfM18AAP inh: 5

Results for CC(=O)N/N=C(\C)C1COc2ccccc2O1 (stereo not given) ?
MEKK2mut PB1 HTS: 2; MEKK3 PB1 HTS: 100; IDE act: 3; SUMO HTRF inh: 1; pCIP destab: -9; MEKK2 WT-MEK5: 99; IDE cell inh: -4; PfM18AAP inh: -3

Results for O=C(COc1ccccc1F)NNC(=O)c1cccc(-n2cccc2)c1 ?
NALP1 inh: 12; MEKK2mut PB1 HTS: 1; MEKK3 PB1 HTS: 100; IDE act: 1; SUMO HTRF inh: 9; pCIP destab: 10; MEKK2 WT-MEK5: 104; IDE cell inh: 4; PfM18AAP inh: 14

Results for O=C(Nc1nnc(-c2ccc(F)cc2)s1)c1c(F)cccc1Cl ?
NALP1 inh: 2; MEKK2mut PB1 HTS: 1; MEKK3 PB1 HTS: 99; IDE act: 9; SUMO HTRF inh: -9; pCIP destab: 8; MEKK2 WT-MEK5: 95; IDE cell inh: 1; PfM18AAP inh: 1

Results for Nc1nc(SCC(=O)C23CC4CC(CC(C4)C2)C3)n[nH]1 ?
NALP1 inh: -21; MEKK2mut PB1 HTS: -3; MEKK3 PB1 HTS: 97; IDE act: -3; SUMO HTRF inh: -16; pCIP destab: -1; MEKK2 WT-MEK5: 96; IDE cell inh: 4; PfM18AAP inh: -1

What do the screens show for `O=[N+]([O-])c1ccc(S(=O)(=O)NCC2COc3ccccc3O2)cc1` (stereo not given)?
NALP1 inh: 2; MEKK2mut PB1 HTS: 2; MEKK3 PB1 HTS: 102; IDE act: 9; pCIP destab: 0; MEKK2 WT-MEK5: 107; IDE cell inh: 2; PfM18AAP inh: -3

What do the screens show for `CCOC(=O)c1ccc(NC(=O)CCC2COc3ccccc3O2)cc1` (stereo not given)?
NALP1 inh: -4; MEKK2mut PB1 HTS: 9; MEKK3 PB1 HTS: 112; IDE act: -10; SUMO HTRF inh: -48; pCIP destab: -10; MEKK2 WT-MEK5: 115; IDE cell inh: 10; PfM18AAP inh: 4

Results for Cc1nc(SCC(=O)Nc2cc(Cl)ccc2[N+](=O)[O-])nc(C)c1C ?
NALP1 inh: 13; MEKK2mut PB1 HTS: 10; MEKK3 PB1 HTS: 101; IDE act: 2; SUMO HTRF inh: 10; pCIP destab: 1; MEKK2 WT-MEK5: 109; IDE cell inh: 6; PfM18AAP inh: -4

High-throughput results (PubChem BioAssay)

An excerpt. The share of hits here may be higher or lower than overall.
